High-throughput results deposited in PubChem BioAssay by Broad Institute.
mut p53 react: mutant p53 pathway re-activators, primary screen, cell-based, SW480, luciferase, single point, HTS; 28,000 tested, 1.5% active; activation, % at 9.98 µM; SW480 PUMA-promoter luciferase, p53 mutant reactivation; in the data active = activation above about 52%
STK33 kin inh: STK33 kinase inhibitors, primary screen, biochemical, luminescence, ADP-Glo, MBP substrate | 27,000 tested, 0.44% active | inhibition, % at 12.5 µM; in the data active = inhibition above about 20%
Target sequence (Q9BYT3 whole entry, looked up): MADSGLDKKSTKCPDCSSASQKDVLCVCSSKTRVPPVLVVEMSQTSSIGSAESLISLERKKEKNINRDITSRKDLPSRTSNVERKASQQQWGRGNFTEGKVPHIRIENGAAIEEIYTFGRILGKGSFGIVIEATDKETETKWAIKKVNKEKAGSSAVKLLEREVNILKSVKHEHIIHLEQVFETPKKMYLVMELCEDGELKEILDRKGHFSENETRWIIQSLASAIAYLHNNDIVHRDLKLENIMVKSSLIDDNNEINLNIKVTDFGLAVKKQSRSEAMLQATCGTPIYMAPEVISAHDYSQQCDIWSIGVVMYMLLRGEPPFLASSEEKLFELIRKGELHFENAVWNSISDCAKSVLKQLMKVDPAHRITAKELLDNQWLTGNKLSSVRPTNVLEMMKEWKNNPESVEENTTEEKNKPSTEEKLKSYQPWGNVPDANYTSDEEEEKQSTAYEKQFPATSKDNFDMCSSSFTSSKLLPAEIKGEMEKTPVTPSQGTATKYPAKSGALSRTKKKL
* = called active by the depositor; nt = not tested or not shown. Only part of the results is shown (hit frequency here may not be typical).

SMILES | mut p53 react | STK33 kin inh
COc1ccc(NC(=O)N(C)C[C@@H]2OCc3cn(nn3)CCCC(=O)N([C@@H](C)CO)C[C@H]2C)cc1 | nt | -3
CC(C)(C)N1Sc2ccccc2NC1=S | nt | 2
Cc1ccc(OC(=O)N(C)C[C@H]2OCc3cn(nn3)CCCC(=O)N([C@H](C)CO)C[C@H]2C)cc1 | 4 | -2
C[C@@H]1CCCCO[C@@H](CN(C)C(=O)Nc2ccc(F)cc2)[C@@H](C)CN([C@H](C)CO)C(=O)c2cc(N(C)C)ccc2O1 | nt | -8
COc1ccc(S(=O)(=O)Nc2ccc3c(c2)C(=O)N([C@H](C)CO)C[C@@H](C)[C@H](CN(C)S(=O)(=O)c2cccs2)O3)cc1 | -4 | nt
C[C@@H]1CN([C@H](C)CO)C(=O)c2cccc(NC(=O)Nc3ccc(C(F)(F)F)cc3)c2O[C@H]1CN(C)S(C)(=O)=O | nt | -1
C[C@H]1CN([C@@H](C)CO)C(=O)c2cc(NC(=O)C3CC3)ccc2O[C@H]1CN(C)C | 6 | nt
C[C@@H]1CN([C@H](C)CO)C(=O)c2cccc(NC(=O)c3ccncc3)c2O[C@H]1CN(C)Cc1ccc2c(c1)OCO2 | -5 | nt
C[C@H](CO)N1C[C@H](C)[C@H](CN(C)S(=O)(=O)c2ccc(Cl)cc2)Oc2ccc(NS(=O)(=O)c3cccs3)cc2C1=O | nt | 1
CC(C)NC(=O)Nc1ccc2c(c1)C(=O)N([C@@H](C)CO)C[C@H](C)[C@@H](CN(C)S(=O)(=O)c1ccccc1)OCCCC[C@@H](C)O2 | 13 | nt
C[C@@H]1CN([C@H](C)CO)C(=O)c2cccc(NC(=O)NC3CCCCC3)c2O[C@H]1CN(C)Cc1ccc(C(=O)O)cc1 | 6 | nt
COc1ccc(NC(=O)Nc2ccc3c(c2)CC(=O)N([C@H](C)CO)C[C@@H](C)[C@@H](CN(C)C(=O)Nc2ccccc2)O3)cc1 | nt | -2
COc1ccc(NC(=O)Nc2ccc3c(c2)CC(=O)N([C@@H](C)CO)C[C@H](C)[C@H](CN(C)S(=O)(=O)c2cccs2)O3)cc1 | 5 | -3
COC(=O)c1cc(C)sc1NC(=O)COc1ccccc1 | 18 | 3
CCN1CCN(C(=O)C2CCCN2S(=O)(=O)c2cccc3nsnc23)CC1 (centres undefined) | -11 | 1
COC(=O)c1ccc(NC(=O)CSc2n[nH]c(-c3ccncc3)n2)cc1 | 6 | 1
COc1ccc(-c2nn(C)c(=O)c3ccccc23)cc1CNC(=O)CN1CCOCC1 | -25 | -2
O=C(C[C@H]1C[C@@H]2c3cc(NS(=O)(=O)c4ccc(F)cc4)ccc3O[C@@H]2[C@@H](CO)O1)NCc1ccccn1 | -1 | nt
COc1ccc(OC)c(C(C)NC(=O)Nc2cccc([N+](=O)[O-])c2)c1 (centres undefined) | 9 | -2
COCC(=O)N(C)C[C@H]1Oc2cc(C#C[C@H](C)O)ccc2S(=O)(=O)N([C@H](C)CO)C[C@@H]1C | 15 | nt

The last 5 entries of the section before come first, to join the parts:
SMILES | mut p53 react | STK33 kin inh
COC(=O)c1ccc(NC(=O)CSc2n[nH]c(-c3ccncc3)n2)cc1 | 6 | 1
COc1ccc(-c2nn(C)c(=O)c3ccccc23)cc1CNC(=O)CN1CCOCC1 | -25 | -2
O=C(C[C@H]1C[C@@H]2c3cc(NS(=O)(=O)c4ccc(F)cc4)ccc3O[C@@H]2[C@@H](CO)O1)NCc1ccccn1 | -1 | nt
COc1ccc(OC)c(C(C)NC(=O)Nc2cccc([N+](=O)[O-])c2)c1 (centres undefined) | 9 | -2
COCC(=O)N(C)C[C@H]1Oc2cc(C#C[C@H](C)O)ccc2S(=O)(=O)N([C@H](C)CO)C[C@@H]1C | 15 | nt
CCOC(=O)c1cc(C(=O)OC)c(C)nc1N1CCCN(Cc2ccc(F)cc2)CC1 | 2 | nt
C[C@H]1CN([C@@H](C)CO)C(=O)c2cc(NC(=O)Cc3ccccc3)ccc2O[C@@H]1CN(C)Cc1ccc(Cl)c(Cl)c1 | nt | 1
CN(C)CCCCNC(=O)[C@@H]1C[C@@H]2C(=O)N[C@@H](CCCCN(C)C)C(=O)N2[C@@H]1c1ccc(O)cc1 | nt | 1
CC(Oc1ccc(Cl)cc1Cl)/C(N)=N/O (centres undefined) | 12 | nt
COc1ccc(C(=O)NC(CC(=O)O)c2ccc(Cl)cc2)cc1 (centres undefined) | -12 | -2
O=C(CSc1nc(Nc2ccccc2)nc(N2CCOCC2)n1)N1CCc2ccccc21 | 9 | 0
Cc1cc(Cl)c(S(=O)(=O)N2CCc3ccccc32)cc1OCC(N)=O | -18 | -2
C[C@H](CO)N1C[C@H](C)[C@H](CN(C)S(=O)(=O)c2ccccc2)Oc2ccc(NC(=O)NC3CCCCC3)cc2CC1=O | 5 | 2
COc1ccc(S(=O)(=O)N(C)C[C@H]2Oc3ccc(NS(=O)(=O)c4cn(C)cn4)cc3CC(=O)N([C@H](C)CO)C[C@H]2C)cc1 | -1 | 9
COc1ccc(NC(=O)N(C)C[C@@H]2OCCCC[C@H](C)Oc3ccc(NS(=O)(=O)c4c(C)noc4C)cc3C(=O)N([C@@H](C)CO)C[C@H]2C)cc1 | 8 | nt
C[C@H]1CN([C@@H](C)CO)C(=O)c2cc(NS(=O)(=O)c3ccccc3)ccc2O[C@@H]1CN(C)C | -4 | nt
C[C@H]1CN([C@@H](C)CO)C(=O)c2cc(NS(C)(=O)=O)ccc2O[C@H]1CN(C)Cc1ccccc1 | nt | -3
O=C(CCCCCN1C(=O)c2cccc3cccc(c23)C1=O)NO | nt | 2
CNC[C@H]1Oc2cc(-c3cccc(C(=O)N(C)C)c3)ccc2S(=O)(=O)N([C@H](C)CO)C[C@@H]1C | 2 | nt
CC(=O)Nc1ccc(NC(=O)CNS(=O)(=O)c2c(C)cc(C)cc2C)cc1 | 8 | -6
C[C@@H]1CN([C@H](C)CO)C(=O)c2cc(NC(=O)Cc3ccccc3)ccc2O[C@@H](C)CCCCO[C@H]1CN(C)C(=O)CCC(F)(F)F | 2 | nt
Cc1noc(C)c1NC(=O)Nc1ccc2c(c1)CC(=O)N([C@H](C)CO)C[C@@H](C)[C@@H](CN(C)C(=O)NC(C)C)O2 | -6 | 1
CCOc1nc(NCCO)nc(Nc2ccc(OC)cc2OC)n1 | -8 | 2
Cc1cc2nc(-c3ccc(NC(=O)COc4ccc([N+](=O)[O-])cc4)cc3)oc2cc1C | 27 | 0
COc1ccc(S(=O)(=O)N(C)C[C@H]2Oc3ccc(NC(=O)Cc4cn(C)c5ccccc45)cc3CC(=O)N([C@@H](C)CO)C[C@@H]2C)cc1 | nt | 5
O=C(O)C1CCCCC1C(=O)Nc1cccc2ccccc12 (centres undefined) | -7 | 1
C[C@@H]1CCCCO[C@@H](CN(C)Cc2ccccc2)[C@@H](C)CN([C@H](C)CO)C(=O)c2cc(NC(=O)c3ccncc3)ccc2O1 | nt | -6
C[C@H](CO)N1C[C@H](C)[C@@H](CN(C)Cc2ccncc2)Oc2ccc(NC(=O)CCN3CCOCC3)cc2CC1=O | 3 | nt
C[C@@H]1CCCCO[C@@H](CN(C)C(=O)C2CCCCC2)[C@H](C)CN([C@H](C)CO)C(=O)c2cc(NS(=O)(=O)c3ccccc3)ccc2O1 | -16 | nt
Cc1noc(C)c1NC(=O)Nc1ccc2c(c1)C(=O)N([C@@H](C)CO)C[C@@H](C)[C@@H](CN(C)C(=O)Nc1c(C)noc1C)O2 | 11 | nt
O=C(CSCc1ccccc1Cl)Nc1c[nH]c(=O)[nH]c1=O | 8 | -1
COC(=O)c1ccc(NC(=O)CN(C)S(=O)(=O)c2ccc3ccccc3c2)cc1 | -3 | 1
CC(C)C#Cc1cnc2c(c1)C(=O)N([C@H](C)CO)C[C@H](C)[C@H](CN(C)C(=O)Nc1ccccc1F)O2 | 6 | nt
O=C1C(SCCO)=C(SCCO)C(=O)c2ccccc21 | -68 | 4
Cc1ccc(S(=O)(=O)Nc2ccc3c(c2)C(=O)N([C@H](C)CO)C[C@H](C)[C@@H](CN(C)C)OCCCC[C@@H](C)O3)cc1 | nt | 8
C[C@@H]1O[C@@H](O[C@H]2[C@@H]3C=CO[C@@H](O[C@@H]4O[C@H](CO)[C@@H](O)[C@H](O)[C@H]4O)[C@@H]3[C@@]3(CO)O[C@@H]23)[C@H](OC(=O)/C=C/c2ccccc2)[C@H](OC(=O)/C=C/c2ccccc2)[C@H]1O | -2 | -3
C[C@@H]1CN([C@@H](C)CO)C(=O)c2cccc(NC(=O)c3cnccn3)c2O[C@H]1CN(C)CC1CCCCC1 | 0 | nt
Cc1ccc(S(=O)(=O)N(C)C[C@@H]2Oc3ccc(NC(=O)Nc4cccc5ccccc45)cc3CC(=O)N([C@@H](C)CO)C[C@@H]2C)cc1 | nt | -2
C[C@@H]1CN([C@H](C)CO)C(=O)Cc2cc(NS(=O)(=O)c3cccs3)ccc2O[C@@H]1CN(C)S(=O)(=O)c1ccc(Cl)cc1 | -7 | 5
C[C@@H]1CN([C@H](C)CO)C(=O)Cc2cc(NC(=O)CCC(F)(F)F)ccc2O[C@@H]1CN(C)C(=O)Nc1cccc2ccccc12 | -3 | -8
O=C(NCc1ccccn1)C1CC(c2cccc(Br)c2)=NO1 (centres undefined) | 0 | 2
C[C@@H]1CN([C@@H](C)CO)C(=O)c2cccc(NC(=O)C3CC3)c2O[C@H]1CN(C)Cc1ccccc1 | 6 | nt
COc1ccc(S(=O)(=O)N(C)C[C@@H]2Oc3ccc(N(C)C)cc3C(=O)N([C@H](C)CO)C[C@@H]2C)cc1 | nt | 3
Cc1cc(C)n2c(Nc3cccc(C(F)(F)F)c3)c(-c3ccc(O)cc3)nc2n1 | -2 | nt
C[C@H]1CN([C@@H](C)CO)C(=O)Cc2cc(N(C)C)ccc2O[C@H]1CN(C)C(=O)Nc1ccc(F)cc1 | nt | -2

Overlap with the part before: three compounds, then new ones.
SMILES | mut p53 react | STK33 kin inh
COc1ccc(S(=O)(=O)N(C)C[C@@H]2Oc3ccc(N(C)C)cc3C(=O)N([C@H](C)CO)C[C@@H]2C)cc1 | nt | 3
Cc1cc(C)n2c(Nc3cccc(C(F)(F)F)c3)c(-c3ccc(O)cc3)nc2n1 | -2 | nt
C[C@H]1CN([C@@H](C)CO)C(=O)Cc2cc(N(C)C)ccc2O[C@H]1CN(C)C(=O)Nc1ccc(F)cc1 | nt | -2
CCOC(=O)c1ccccc1NC(=O)CSc1nc2ccccc2[nH]1 | 6 | -1
C[C@@H]1CCCCO[C@@H](CN(C)S(=O)(=O)c2ccc(F)cc2)[C@@H](C)CN([C@H](C)CO)C(=O)c2cc(NS(=O)(=O)c3cccs3)ccc2O1 | nt | -7
CC(C)Nc1nc(Oc2ccc(=O)[nH]n2)nc(N(C)C)n1 | -4 | 0
Cc1cccc(C)c1NC(=O)CSc1nc(-c2ccccc2)c(-c2ccccc2)[nH]1 | -8 | -4
C[C@H](CO)N1C[C@H](C)[C@H](CN(C)Cc2ccc(Oc3ccccc3)cc2)Oc2ccc(NC(=O)Cc3ccccc3)cc2CC1=O | nt | 5
C[C@H](CO)N1C[C@H](C)[C@H](CN(C)C)OCCCC[C@H](C)Oc2ccc(NC(=O)Nc3cccc4ccccc34)cc2C1=O | 3 | nt
N#CCCN(CCC#N)C(=O)c1ccccc1Oc1ccccc1 | -2 | 0
C[C@@H]1CN([C@H](C)CO)S(=O)(=O)c2ccc(/C=C/c3ccccc3)cc2O[C@H]1CN(C)C | -2 | nt
Cc1noc(C)c1NC(=O)N(C)C[C@H]1OCc2cn(nn2)CCCC(=O)N([C@H](C)CO)C[C@H]1C | 0 | -6
COC(=O)c1ccc(OCC(=O)Nc2ccc(C(C)=O)cc2)cc1 | 16 | -3
C[C@H](CO)N1C[C@H](C)[C@@H](CN(C)Cc2ccc(C(=O)O)cc2)OCc2cn(nn2)CCCC1=O | nt | 0
O=C(CSc1ccccc1C(=O)O)Nc1ccnc2ccccc12 | 27 | 3
O=C(O)CCC(=O)Nc1ccc2c(c1)C(=O)NC2=O | -1 | -1
Cn1c(SCC(=O)c2ccc(F)cc2)nnc1-c1cccc([N+](=O)[O-])c1 | 13 | 1
COC(=O)c1c(-c2ccccc2)csc1NC(=O)c1cc2cccc(OC)c2oc1=O | 20 | 7
CC(=O)O[C@@H]1C[C@@]23C[C@@]24CC[C@H](O[C@@H]2OC[C@@H](O)[C@H](O)[C@H]2O)C(C)(C)[C@@H]4CC[C@H]3[C@]2(C)C[C@@H]3O[C@]4(C[C@@H](C)[C@@H]3[C@@]12C)O[C@H](O)[C@@]1(C)O[C@@H]41 | 13 | -12
COc1ccc(NC(=O)CSc2nnc(N)s2)c(OC)c1 | 6 | 3
CN(C)C(=O)Oc1nnc(SCC(=O)c2ccc3c(c2)OCCO3)n1C1Cc2ccccc2C1 | -10 | nt
C[C@@H]1CN([C@@H](C)CO)S(=O)(=O)c2ccc(-c3cncnc3)cc2O[C@H]1CN(C)C(=O)c1cccc(F)c1 | 5 | nt
CCOC(=O)Cn1c(=O)c2cnc3c(c(C)nn3C)c2n1C | -6 | nt
C[C@H]1CN([C@@H](C)CO)C(=O)Cc2cc(NC(=O)Nc3ccccc3)ccc2O[C@H]1CN(C)C(=O)Nc1cccc2ccccc12 | nt | -5
C[C@H](CO)N1C[C@H](C)[C@H](CN(C)S(=O)(=O)c2ccc(C#N)cc2)Oc2ncc(Br)cc2C1=O | nt | 0
Cc1noc(C)c1NC(=O)Nc1cccc2c1O[C@H](CN(C)Cc1ccc(C(=O)O)cc1)[C@H](C)CN([C@@H](C)CO)C2=O | 2 | nt
